GAA inhib – inhibitors of human lysosomal alpha-glucosidase. purified human GAA, 4-MU-alpha-glucoside fluorescence. Potency, µM (doses to about 76.9 µM), for inactives: at the highest dose activity change, negative = inhibition, usual class: inhibitors. 0.005% of 200,000 active. P10253. AID 1466;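 further: plate controls were uninhibited enzyme wells for no effect and no-enzyme background for full effect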
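Fluorescence at Ex 365/Em 440 nm from 4-methylumbelliferone reported enzyme activity after 20 min at room temperature. Reactions used 4 nM enzyme and 400 uM substrate at pH 5.0; curves fitted with the Hill equation.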
NPSR antag – blocks cAMP signaling of the human neuropeptide S receptor; CHO-NPSR cells, cAMP TR-FRET, antagonist mode; Potency, µM (doses to about 38.3 µM), inactives show at the top dose activity change, negative = inhibition, usual class: inhibitors; 1% of 220,000 active; further: on the % scale 0 is the no-effect control and ±100 the full control effect; nearly all actives have a fitted effect of over 50% in size; many of its hits are not listed in these tables
Target sequence (Q6W5P4 whole entry, looked up): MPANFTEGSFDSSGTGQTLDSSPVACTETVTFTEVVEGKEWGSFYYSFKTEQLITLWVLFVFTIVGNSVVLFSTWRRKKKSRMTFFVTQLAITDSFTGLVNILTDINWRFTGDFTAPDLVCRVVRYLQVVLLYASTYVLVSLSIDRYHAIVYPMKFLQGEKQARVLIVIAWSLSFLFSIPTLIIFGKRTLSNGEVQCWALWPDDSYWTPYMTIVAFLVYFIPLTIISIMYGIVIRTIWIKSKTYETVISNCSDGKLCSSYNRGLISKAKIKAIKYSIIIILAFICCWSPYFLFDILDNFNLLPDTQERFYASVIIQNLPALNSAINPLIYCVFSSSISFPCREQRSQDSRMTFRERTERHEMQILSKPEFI
aGlu spleen mod – inhibits or activates alpha-glucosidase in human spleen homogenate. P10253. human spleen homogenate, 4-MU-alpha-glucoside fluorescence. Potency, µM (doses to about 79.9 µM), without a hit: at the highest dose activity change, negative = inhibition, most hits filed as inhibitors. 0.006% of 240,000 active;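 further: 0% = enzyme with vehicle and -100% = no enzyme basal signal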
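AC50 values come from Hill-equation fits of concentration-response data, normalized to no-enzyme and full-activity controls. Enzyme source: 1 ug human spleen homogenate; 1 mM fluorogenic 4-MU glucoside, pH 5.0 citrate buffer, 37 C, 40 min.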
Epigenetic derep – derepresses silenced GFP reporter in murine cells; murine LDR cells, GFP reporter derepression, 30 h; Potency, µM (highest dose often 53.9 µM), for the others: at the highest dose GFP activation, usual class: activators; 0.2% of 280,000 active; AID 1865; further: % of control where 0% means no effect; nearly all actives have a fitted effect of over 60% in size
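Readout is the number of GFP-expressing murine LDR cells, counted by cytometry following washing. Cells were treated with compound for 30 h at 37 C; the stably integrated CMV-GFP locus is normally silent.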
Tau fluor cs – counter-screen for tau fibril formation inhibitors | tau K18 P301L (four-repeat tau fragment) Alexa594 fluorescence, heparin fibrillization | Potency, µM (top dose mostly 57.7 µM), for the others: at the top dose activity change, negative = decrease | 0.93% of 280,000 active; further: on the % scale 0 is the no-effect control and ±100 the full control effect; nearly all actives have a fitted effect of over 55% in size
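Human K18 P301L tau (15 uM unlabeled plus 0.24 uM Alexa 594-labeled, final) in 100 mM sodium acetate pH 7 was mixed with compound and 20 uM heparin and incubated 6 hr at 37 C.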
aGal spleen mod – inhibits or activates alpha-galactosidase in human spleen homogenate | P06280 | human spleen homogenate, 4MU-alpha-Gal fluorescence, 40 min | Potency, µM (titrated, usually from 80 µM), for the others: at the top dose activity change, negative = inhibition, hits mostly inhibitors | 0.008% of 240,000 active;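 further: 0% = enzyme with vehicle and -100% = no enzyme basal signal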
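qHTS titration in buffer at pH 5.0. Alpha-galactosidase activity in spleen homogenate was measured via 4-methylumbelliferone release from 1 mM fluorogenic substrate after 40 min at 37C and a pH 10 stop. AC50 came from Hill fits of control-normalized data.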
GAA glycogen – alters human alpha-glucosidase cleavage of glycogen | AID 2100 | Potency, µM (titrated, usually from 76.4 µM), inactives show top-dose activity change, negative = inhibition, actives largely listed as inhibitors | recombinant GAA, glycogen substrate, Amplex Red glucose oxidase fluorescence | 0.38% of 300,000 active | P10253;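 further: 0% = full enzyme reaction and -100% = no-enzyme basal signal; the screen sought inhibitors and activators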
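Recombinant enzyme (4 nM final) with compounds titrated up to 77 uM and bovine liver glycogen (30 ug) in citrate pH 5.0, 0.01% Tween-20, 37 C 40 min. Released glucose detected by Amplex Red/glucose oxidase (Ex 573/Em 610); AC50 from Hill fits.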
ALDH1A1 block – inhibitors of human aldehyde dehydrogenase 1A1; Potency, µM (highest dose often 75.3 µM), for the others: top-dose activity, negative = inhibition, actives largely listed as inhibitors; AID 1030; Purified ALDH1A1, NADH fluorescence, propionaldehyde substrate; P00352; 7.3% of 220,000 active; active means well fitted inhibition curve with a large enough effect, not every such curve was filed as active; inconclusive means small, poorly fitted or top-dose-only effect, or another doubt; inactive means no such curve, though single readings can be large or run the other way;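 further: plate controls were no enzyme wells and a reference inhibitor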
Target sequence (P00352 whole entry, looked up): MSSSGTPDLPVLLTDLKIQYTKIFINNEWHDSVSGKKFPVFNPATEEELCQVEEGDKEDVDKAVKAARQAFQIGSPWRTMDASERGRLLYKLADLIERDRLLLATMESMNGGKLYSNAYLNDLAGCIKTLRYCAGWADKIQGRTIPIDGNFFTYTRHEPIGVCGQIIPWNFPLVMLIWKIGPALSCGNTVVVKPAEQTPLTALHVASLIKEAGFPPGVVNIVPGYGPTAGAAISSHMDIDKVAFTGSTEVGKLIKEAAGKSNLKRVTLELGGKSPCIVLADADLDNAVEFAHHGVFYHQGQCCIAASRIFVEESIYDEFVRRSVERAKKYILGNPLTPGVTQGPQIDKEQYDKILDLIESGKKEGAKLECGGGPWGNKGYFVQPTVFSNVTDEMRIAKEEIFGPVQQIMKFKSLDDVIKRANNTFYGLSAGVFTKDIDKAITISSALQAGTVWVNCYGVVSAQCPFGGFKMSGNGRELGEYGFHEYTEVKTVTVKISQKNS
* marks the source's active call; other numbers are inactive results; ? = inconclusive; · = not tested or not shown; & = joins results of further samples; [ ] = remark or other dose. Unless noted, the call rests on the fitted dose curve; in most records, active means well fitted curve in the direction sought with a large enough effect; inconclusive means small, poorly fitted or top-dose-only effect, or another doubt; inactive means no such curve, though single readings can be large; an effect the other way counts as inactive or inconclusive. Potency means the concentration at half of the fitted maximal effect. This is a subset (hit frequency here may not be typical).

Structure	GAA inhib	NPSR antag	aGlu spleen mod	Epigenetic derep	Tau fluor cs	aGal spleen mod	GAA glycogen	ALDH1A1 block
O=C(/C=C/c1ccccc1)N(Cc1ccc(Cl)cc1)C1CCS(=O)(=O)C1 (configuration not stated)	·	-20%	0%	-4.9%	-5%[0.0958 µM]	-2%	1%	·
CN(CCNC(=O)c1cn(C)c2ccc(S(=O)(=O)N(C)C)cc2c1=O)CCc1ccccc1	-27%	3%[46.1 µM]	-1%	-5.6%	-3%	-3%	-4%	20%
COCC1CCCN(Cc2nc(C(c3ccccc3)c3ccccc3)no2)C1 (configuration not stated)	3%	?	-4%	-5.6%	-16%	-9%	7%	-9%
O=C(Nc1cccn(Cc2c(F)cccc2Cl)c1=O)NC1CCCCC1	-5%	26%	0%	0.9%	-16%	5%	-5%	25µM*
CCn1c(C)[n+](CC)c2ccc(S(=O)(=O)N(C)C)cc21	?	8%	3%	1.1%	6%	-2%	10%	-1%
O=S(=O)(Nc1ccc(Cl)cc1)c1ccc2c(c1)CCO2	·	35%	1%	-1.0%	?	2%	-1%	·
O=C(COc1ccc([N+](=O)[O-])cc1Cl)N1CCOCC1	·	-22%	-4%	-1.0%	-1%	-2%	5%	·
Cc1cc(C)nc(/N=C(\N)N2CCc3ccccc32)n1	5%	-13%	-3%	-0.1%	-9%	-3%	4%	0%
Cc1ccc(C(=O)NCCn2cc(SCC(=O)N3CCOCC3)c3ccccc32)cc1	4%	-4%[46.1 µM]	-9%	-0.8%	-5%	-17%	4%	-11%
CSc1ccccc1NC(=O)Nc1cccc(Cl)c1	-11%	-4%[46.1 µM]	0%	2.0%	?	4%	-7%	-3%
COc1ccc(C(C)=O)cc1CSc1nc2ccccc2o1	-7%	?	-1%	-1.0%	-15%	2%	-7%	?
O=C(Nc1ccc(-n2cccc2)cc1)C1CC1	5%	2%	-4%	-0.4%	2%	6%	7%	2%
Cc1ccc(Nc2nc(Oc3ccc(OCc4ccccc4)nn3)nc(N3CCOCC3)n2)cc1	-7%	-17%[46.1 µM]	3%	-1.0%	-8%	-1%	-10%	0%
CC(C)(C)NC(=O)NC(=O)COC(=O)CNS(=O)(=O)/C=C/c1ccccc1	3%	5%	-4%	-0.1%	4%	3%	-13%	3%
C[C@H](NC(=O)c1ccccc1Cl)C(=O)OCCOc1ccc(Cl)cc1	·	4%[7.67 µM]	-12%	-0.4%	-7%	6%	-8%	·
COc1cc(NC(=O)C2CC(=O)NC3=C2C(=O)CCC3)c(OC)cc1Cl (configuration not stated)	-3%	-10%[46.1 µM]	-5%	0.0%	4%	-4%	-5%	11%
O=C1Oc2ccccc2C2(O)C3CCCCCC3C12 (configuration not stated)	?	-19%[46.1 µM]	1%	-2.2%	-5%	6%	0%	-5%
O=[N+]([O-])c1ccc(N2CCN(C(=S)Nc3ccc(F)cc3F)CC2)cc1	3%	-25%	-4%	2.4%	1%	-1%	5%	11µM*
CCOC(=O)c1ccc(NC(=O)c2nc[nH]c2C(=O)N2CCN(C(=O)OC(C)(C)C)CC2)cc1	·	-17%	6%	-0.7%	-27%	1%	1%	·
c1ccc2c(c1)Cn1nnnc1-2	6%	2%[46.1 µM]	-2%	-0.7%	1%	1%	-7%	7%
CCN1CCN(Cc2ccc(NC(=O)c3cc(NC(=O)C(=O)c4c[nH]c5ccccc45)cc(OC)c3)cc2C(F)(F)F)CC1	·	-39%	3%	-2.4%	?	15%	-3%	·
Cc1ccc(NC(=S)N(CCCN2CCC(C)CC2)Cc2ccco2)cc1	0%	-5%	4%	-1.4%	3%	-2%	1%	-8%
O=C(CSc1nnc(COc2ccccc2Cl)o1)NC(=O)NCc1ccco1	-9%	-20%	-1%	0.0%	-20%	10%	4%	?
O/N=C/c1cc(Br)ccc1OCc1cccc(F)c1	2%	-11%[46.1 µM]	1%	-1.1%	-27%	-1%	-4%	9%
CCCNC(=O)N1CCCC(C(=O)c2cccc(Cl)c2)C1 (configuration not stated)	3%	-15%	-1%	2.9%	-8%	5%	-7%	4%
COc1ccc(C2C(C#N)=C(N)N(c3ncn[nH]3)C3=C2C(=O)CCC3)cc1 (configuration not stated)	1%	8%	-5%	2.7%	-8%	-7%	-20%	-2%
CCOc1cc(C(C#N)N2CCOCC2)ccc1OC (configuration not stated)	-14%	9%[46.1 µM]	0%	-2.1%	-2%	4%	5%	?
CC(=O)Nc1ccc(S(=O)(=O)N2CCOCC2)cc1	1%	8%[46.1 µM]	-13%	0.0%	9%	-3%	-2%	0%
O=C(CSc1nnc(-c2cccs2)o1)OC1CCCCC1	-6%	-16%[46.1 µM]	-3%	-1.8%	-10%	-4%	9%	?
CCCCC(CC)COC(=O)C(C#N)=C(c1ccccc1)c1ccccc1 (configuration not stated)	·	·	2%&-2%	3.1%	-10%	-5%&-9%	·	-13%

In another format: three of the compounds above
Each structure is followed by: GAA inhib, NPSR antag, aGlu spleen mod, Epigenetic derep, Tau fluor cs, aGal spleen mod, GAA glycogen, ALDH1A1 block
O=C(Nc1ccc(-n2cccc2)cc1)C1CC1
→ 5%, 2%, -4%, -0.4%, 2%, 6%, 7%, 2%
Cc1ccc(Nc2nc(Oc3ccc(OCc4ccccc4)nn3)nc(N3CCOCC3)n2)cc1
→ -7%, -17%[46.1 µM], 3%, -1.0%, -8%, -1%, -10%, 0%
CC(C)(C)NC(=O)NC(=O)COC(=O)CNS(=O)(=O)/C=C/c1ccccc1
→ 3%, 5%, -4%, -0.1%, 4%, 3%, -13%, 3%

Entries of single compounds, looked up by structure. Values in the order: GAA inhib	NPSR antag	aGlu spleen mod	Epigenetic derep	Tau fluor cs	aGal spleen mod	GAA glycogen	ALDH1A1 block
`CN(CCNC(=O)c1cn(C)c2ccc(S(=O)(=O)N(C)C)cc2c1=O)CCc1ccccc1` as listed: -27%	3%[46.1 µM]	-1%	-5.6%	-3%	-3%	-4%	20%
`Cc1ccc(C(=O)NCCn2cc(SCC(=O)N3CCOCC3)c3ccccc32)cc1` as listed: 4%	-4%[46.1 µM]	-9%	-0.8%	-5%	-17%	4%	-11%

(more compounds)
Keys – A = GAA inhib; B = NPSR antag; C = aGlu spleen mod; D = Epigenetic derep; E = Tau fluor cs; F = aGal spleen mod; G = GAA glycogen; H = ALDH1A1 block
Cc1cccc(CNc2cc(-c3cccnc3)ncn2)c1
  A: ·	B: ·	C: 4%	D: 6.3%	E: -9%	F: 7%	G: ·	H: ?
Cc1ccccc1Cn1cc(NC(=O)CSc2nc3c(c(C(F)(F)F)n2)CCc2ccccc2-3)cn1
  A: 3%	B: -15%[46.1 µM]	C: -8%	D: -1.3%	E: -25%	F: -14%	G: -2%	H: -9%
O=C(NCCCN1CCN(c2ccccc2F)CC1)Nc1ccc(F)cc1
  A: 2%	B: ?	C: 3%	D: -1.1%	E: -12%	F: -6%	G: 1%	H: -4%
CCN(CC)CCNC(=O)Cc1c(C(=O)O)n(C)c2ccccc12
  A: -5%	B: 3%[46.1 µM]	C: 4%	D: -0.9%	E: -6%	F: 9%	G: 10%	H: -4%
C[N+](C)(C)c1ccc(/C=N/Nc2nc(Cl)c(C#N)c(Cl)c2Cl)cc1
  A: ?	B: ?	C: -14%	D: 1.0%	E: ?	F: -2%	G: -8%	H: 16µM*
COC(=O)C(C)N(C#N)c1nc(C)nc(C)n1 (configuration not stated)
  A: -4%	B: -5%[46.1 µM]	C: -3%	D: 0.2%	E: -2%	F: 0%	G: -1%	H: ?
COCC(C)n1c(SCc2cc(=O)n3cc(C)ccc3n2)nc2ccccc2c1=O (configuration not stated)
  A: -8%	B: 5%	C: 2%	D: -1.2%	E: -5%	F: 5%	G: -8%	H: ?
Cc1cccc(NC(=S)NC2CCCCCC2)c1C
  A: ?	B: -24%	C: -8%	D: 1.1%	E: -7%	F: 6%	G: -5%	H: -6%
S=C(NCCN1CCOCC1)Nc1ccc(Br)cc1
  A: 4%	B: 7%	C: -2%	D: 1.0%	E: -4%	F: -27%	G: 5%	H: -4%
CCCc1c(C(=O)O)cnn1-c1ccc(Cl)cc1
  A: ·	B: -5%	C: -3%	D: -1.0%	E: -12%	F: 3%	G: 1%	H: ·
Nc1ncnc(N2CCOCC2)c1N
  A: -8%	B: 9%	C: 3%	D: -8.2%	E: 1%	F: -2%	G: ?	H: -1%
CCn1c(Cc2ccccc2)nnc1SCC(=O)NC1CC1
  A: -8%	B: -1%[46.1 µM]	C: -1%	D: -2.0%	E: 4%	F: 1%	G: -3%	H: -6%
NC(=S)N/N=C/c1ccccc1O
  A: -5%[15.4 µM]	B: -21%	C: 13%	D: 3.1%	E: -1%	F: 27%	G: ?	H: -10%
CCOC(=O)c1nn(-c2ccccc2F)c2nc(-c3ccco3)c(C#N)c(=O)n12
  A: -1%	B: -12%	C: 0%	D: 17%	E: 6%	F: 3%	G: -3%	H: ?
